# Compound activity (PubChem BioAssay)
# HCV NS3 hel inh: blocks Hepatitis C virus NS3 helicase unwinding; NS3 helicase DNA unwinding, Cy5 molecular beacon fluorescence; inhibition, % at 10.9 µM; 290,000 tested, 0.56% active; AID 1800;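 active = inhibition above the mean of all tested compounds plus 3 SD, set per campaign, cut at about 35% in these data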;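 note: 0% = DMSO wells and 100% = thioflavine S control wells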
#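 System: HCV NS3 helicase fragment; control set: DMSO and thioflavine S; technique: Cy5 fluorescence at 0 and 60 min, beacon hairpin quenching; reagent: beacon DNA duplex substrate plus ATP; replicates: singlicate; schedule: 1 h reaction at 25 °C, ATP-initiated; medium: MOPS buffer pH 6.5 with MgCl2, DTT, Tween20, BSA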
# OXTR agonist: agonists of human oxytocin receptor. CHO-OTR cells, Fluo-8 calcium fluorescence; normalized: DMSO 0%, oxytocin 100%. activation, % at 3 µM. 320,000 tested, 0.32% active;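 active = activation above the mean of all tested compounds plus 3 SD, cutoff set per screening run, cut at about 20% in these data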;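 note: peak over basal fluorescence ratio from a 100 s FLIPR kinetic read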
# GPR7 antagonist: antagonists of human GPR7 (neuropeptides B/W receptor 1). P48145. GPR7-expressing cells, fluorescence antagonist assay. inhibition, % at 4.4 µM. 290,000 tested, 1.1% active. AID 1861; in the data active = inhibition above about 16%, passing the limit was not always enough;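 note: cells stimulated with the agonist NPW; 0% = agonist with vehicle and 100% = vehicle without agonist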
# GalR3 antagonist: blocks the human galanin receptor 3. 360,000 tested, 0.44% active. inhibition, % at 3 µM. O60755. AID 651719. HEK293 GalR3-CNG cAMP membrane potential fluorescence; galR3 body fused to GalR1 C-terminus;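 active = inhibition above the screen-wide average plus 3 SD, cut at about 13% in these data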;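 note: forskolin and galanin both at EC90 stimulate the cells; cAMP rise reported by CNG channel membrane potential dye signal; 0% = forskolin plus galanin with DMSO and 100% = forskolin alone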
# Target sequence (O60755 1-299 limits assumed): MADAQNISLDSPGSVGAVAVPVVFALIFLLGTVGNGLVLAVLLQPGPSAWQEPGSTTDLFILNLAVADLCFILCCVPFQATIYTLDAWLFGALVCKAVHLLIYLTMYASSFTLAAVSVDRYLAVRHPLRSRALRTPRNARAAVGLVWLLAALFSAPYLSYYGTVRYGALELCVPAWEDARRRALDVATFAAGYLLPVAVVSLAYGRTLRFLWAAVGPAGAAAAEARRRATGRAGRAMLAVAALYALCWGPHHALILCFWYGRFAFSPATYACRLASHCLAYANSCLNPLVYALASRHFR
# PHOSPHO1 inh: PHOSPHO1 (human) inhibition; Q8TCT1; recombinant PHOSPHO1, absorbance phosphatase assay; inhibition, % at 13.3 µM; 290,000 tested, 1.1% active; AID 1565; in the data active = inhibition above about 60%
# Target sequence (Q8TCT1 whole entry, looked up): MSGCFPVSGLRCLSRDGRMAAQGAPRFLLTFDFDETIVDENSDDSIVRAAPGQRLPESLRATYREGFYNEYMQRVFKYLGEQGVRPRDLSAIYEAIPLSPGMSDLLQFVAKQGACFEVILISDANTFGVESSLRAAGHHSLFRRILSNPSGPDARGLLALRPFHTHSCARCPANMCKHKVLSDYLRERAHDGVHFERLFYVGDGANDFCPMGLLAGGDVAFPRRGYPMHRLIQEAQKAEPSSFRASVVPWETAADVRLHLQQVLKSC
# DNA FID counter: fluorescent intercalator displacement, NS3 helicase counter-screen | AID 1845 | DNA fluorescent intercalator displacement, fluorescence | 290,000 tested, 0.17% active | inhibition, % at 7.9 µM; in the data active = inhibition above about 37%;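 note: 0% = vehicle and 100% = reference compound; higher means more ethidium bromide displaced from hairpin DNA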
# VIM-2 inhibitor: blocks Pseudomonas aeruginosa VIM-2 metallo-beta-lactamase | purified VIM-2, nitrocefin hydrolysis, epi-absorbance fluorescence | 290,000 tested, 0.89% active | inhibition, % at 5.6 µM;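 active = inhibition above the mean of all tested compounds plus 3 SD, cutoff set per screening run, cut at about 7.5% in these data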;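 note: red hydrolysis product quenches plate fluorescence so inhibitors raise well fluorescence; 0% = enzyme with DMSO and 100% = DMSO without enzyme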
# V1aR counter: V1a receptor agonism, counter-screen for OXTR agonists | CHO-V1R cells, Fluo-8 calcium fluorescence, agonist mode; 0% DMSO, 100% 3 nM vasopressin | activation, % at 3 µM | 320,000 tested, 0.25% active;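 active = activation above the mean activation of all tested compounds plus 3 SD, per screening run, cut at about 20% in these data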;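 note: signal is peak over basal fluorescence ratio across a 100 second FLIPR read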
# Target sequence (P37288 whole entry, looked up): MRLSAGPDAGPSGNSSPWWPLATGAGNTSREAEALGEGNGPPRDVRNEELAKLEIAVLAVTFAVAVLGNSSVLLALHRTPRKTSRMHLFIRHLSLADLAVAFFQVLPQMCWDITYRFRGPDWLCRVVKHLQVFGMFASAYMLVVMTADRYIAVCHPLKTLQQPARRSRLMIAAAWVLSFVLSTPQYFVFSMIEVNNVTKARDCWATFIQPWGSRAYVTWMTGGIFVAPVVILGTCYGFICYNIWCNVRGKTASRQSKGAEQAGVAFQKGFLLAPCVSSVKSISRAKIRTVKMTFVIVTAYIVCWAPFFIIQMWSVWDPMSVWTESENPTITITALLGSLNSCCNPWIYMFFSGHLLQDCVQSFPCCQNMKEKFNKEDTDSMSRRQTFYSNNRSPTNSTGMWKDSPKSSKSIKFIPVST
# IMP-1 inhibitor: blocks Pseudomonas aeruginosa IMP-1 metallo-beta-lactamase | purified IMP-1, nitrocefin hydrolysis, epi-absorbance fluorescence | inhibition, % at 5.6 µM | 290,000 tested, 0.45% active | AID 1556;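 active = inhibition above the mean plus 3 SD of all compounds in the same screening run, cut at about 4.5% in these data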;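 note: 0% = IMP-1 with DMSO and 100% = DMSO wells lacking enzyme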
#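 Test system: recombinant IMP-1 enzyme, purified / Medium: HEPES buffer pH 7.1 with ZnSO4 and Brij 35 / Doses: single dose, 5.6 µM / Times: 25 °C, 15 min preincubation, 25 min reaction / Detection: Epi-absorbance via hydrolysed-nitrocefin quenching of white-plate fluorescence, 480/530 nm, EDTA stop / Evaluation: percent inhibition from optical density relative to buffer-blank wells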
# Numbers without * were called inactive; · = not tested or not shown.
SMILES,HCV NS3 hel inh,OXTR agonist,GPR7 antagonist,GalR3 antagonist,PHOSPHO1 inh,DNA FID counter,VIM-2 inhibitor,V1aR counter,IMP-1 inhibitor
CSC(=NNC(=O)c1ccccc1O)SC,0,-0.4,1,-3,20,-3,-1.0,0.8,-2.7
Cc1c(Cc2ccccc2)c(=O)oc2c(C)c(OCC(=O)NCC3CCC(C(=O)O)CC3)ccc12 (stereo unspecified),0,0.5,-2,-1,29,-33,-1.4,1.3,-0.4
COc1ccc(C(Nc2cccc([N+](=O)[O-])c2)P(=O)(OC(C)C)OC(C)C)cc1 (stereo unspecified),-27,-3.2,3,3,16,-38,-1.5,-1.1,-5.2
CCc1ccccc1NC(=S)N(CCN1CCOCC1)C1CCN(C(C)=O)CC1,1,1.0,-16,2,42,0,-1.9,0.8,-0.5
O=C(O)CCCCCN1C(=O)C(O)=C(C(=O)/C=C/c2ccccc2)C1c1ccccc1[N+](=O)[O-] (stereo unspecified),5,1.4,-4,-6,37,1,-1.1,1.4,0.1
Cc1ccc(C(=O)NCC(=O)NCC(=O)OCc2ccc(Cl)cc2)cc1,0,-2.3,-4,2,-3,-11,-2.1,-0.3,0.4
CCn1c(=O)cc(OCC(=O)O)c2ccccc21,-3,0.0,-8,0,9,5,1.8,0.3,-1.5
CCN=C1SC(CC(=O)NC(C)c2ccccc2)C(=O)N1CC (stereo unspecified),15,-0.2,-8,-2,-13,-9,-0.4,0.4,0.6
COc1ccc(C2c3ccc(O)cc3Oc3ncn(CCCO)c(=N)c32)cc1OC (stereo unspecified),-1,0.8,-6,-2,34,-12,-0.6,0.7,-3.0
COc1ccc(CN2CCNC(=O)C2CC(=O)N(C)CC2CCOCC2)c(F)c1 (stereo unspecified),12,1.7,18,-1,23,-15,0.3,1.8,0.5
O=C(CSc1nc(-c2ccco2)cc(C(F)(F)F)n1)NC1CCCCCCC1,0,-1.5,-5,-2,·,-6,-0.8,0.8,-5.9
O=S(=O)(NCc1cc(-c2ccccc2)no1)c1ccccc1Cl,-6,-0.3,-6,-9,-115,-11,-1.5,1.2,-4.1
Cn1nc(C(=O)Nc2cccc(C(F)(F)F)c2)c2ccccc2c1=O,3,-1.7,-13,-6,19,-4,-2.7,-1.5,-2.3
COc1ccc(-n2nc3c(N4CCC(C(=O)N5CCCCCC5)CC4)nnc(C)c3c2C)cc1,-22,-2.2,-1,-10,43,18,1.0,-0.8,-5.5
Cc1cccc(OCCNc2cc(N3CCN(CCO)CC3)ccc2[N+](=O)[O-])c1,-63,10,4,-3,6,14,-0.1,12,-1.6
O=C(O)CSc1nnc(C2COc3ccccc3O2)n1-c1ccccc1 (stereo unspecified),1,-0.2,-8,-4,3,-35,-0.4,1.1,-5.5
CC[N+](CC)(CC)CC(=O)Nc1ccc(SC(F)F)cc1,3,-0.2,-17,-3,-87,7,-3.0,0.3,-3.3
NC(=O)C(c1ccccc1)C1CCCCC1 (stereo unspecified),-7,0.7,7,-1,8,-5,-0.8,2.3,-3.5
Cc1cc(C(=O)OCC(=O)NCc2ccc(Cl)cc2)c(C)o1,-11,-3.2,9,-1,36,11,0.4,-0.5,-1.5
COCCNC(=O)c1cccc(NS(=O)(=O)c2cccc3cccnc23)c1,-3,-0.8,-5,-1,2,-2,-2.0,1.1,-1.9
COc1ccccc1CNc1cc(C)ccc1C,6,-1.2,-13,0,13,2,-5.5,-1.1,-3.5
O=C(NCCc1ccc(Cl)cc1Cl)c1cncc(Br)c1,-18,-1.1,7,-9,3,-17,-1.1,3.5,-3.9
O=C(CN1CCN(c2ccccn2)CC1)Nc1ccc(Oc2ccccc2)cc1,-6,0.6,1,-3,15,-3,-1.5,0.8,-4.0
COc1cc(/C(C)=N\NC(N)=S)cc(OC)c1OC,5,0.0,-9,3,-3,-2,-4.7,0.1,-3.4
O=C(NC12CC3CC(CC(C3)C1)C2)c1c(Cl)cccc1Cl,-1,-1.3,-13,-12,47,-6,-2.4,0.6,-2.0
COc1ccc(C2C(C#N)=C(N)OC3=C2C(=O)CCC3)cc1Cn1nc(C)c([N+](=O)[O-])c1C (stereo unspecified),1,-1.9,2,1,6,-16,-2.8,0.0,-1.9
Cc1cc(NC(=O)Cc2c(F)cccc2Cl)no1,11,0.2,-14,1,14,-2,1.0,-1.6,-3.3
COc1cc(C(=O)NCC(=O)N/N=C(\C)Cc2ccccc2)cc(OC)c1OC,-1,-0.7,-12,-8,26,-17,-1.8,1.6,-2.6
COc1ccc(-n2c(SCC(=O)N3CCC(C(=O)O)CC3)nc3ccccc3c2=O)cc1OC,3,0.8,-5,-9,16,-38,-4.6,1.3,-2.1
CC1S/C(=C(\C#N)C(=O)NCc2ccco2)N(c2ccc(F)cc2)C1=O (stereo unspecified),19,1.7,3,-7,-14,-22,-0.4,1.8,-2.2
COc1ccccc1NCC(=O)NNCC(=O)Nc1ccc(F)c(Cl)c1,-5,2.8,2,4,36,-13,-3.8,5.4,-1.7
CNC(=O)C(=O)Nc1nc(C23CC4CC(CC(C4)C2)C3)cs1,-2,-0.4,2,-2,35,4,-3.2,0.0,-2.4
Nc1nnc(SCC(=O)NC2CCCCC2)s1,0,1.2,-1,2,6,-6,-3.0,0.1,-3.3
CCOC(=O)N1CCN(S(=O)(=O)c2ccc(C(=O)Nc3sc4c(c3C#N)CC(C)(C)NC4(C)C)cc2)CC1,-14,-0.1,-1,-4,3,21,1.9,0.7,1.5
CC(C)OC(=O)NCCOC(=O)Nc1ccc(Cl)cc1,-5,5.1,-1,3,37,-5,-0.3,3.6,-2.4
CCOC(=O)Cn1nc(NC(=O)c2ccc(C(=O)OC)cc2)cc1C,-4,0.0,-3,0,24,-16,0.4,0.0,-1.4
CC(C)n1c(NCc2c[nH]c3ccccc23)nc2ccccc21,-23,6.2,-6,-1,-6,8,-0.2,2.9,-1.1
COc1cc(S(=O)(=O)N2CCN(c3ccccc3F)CC2)ccc1Cl,0,0.5,-5,-6,4,-10,0.7,0.4,-2.3
CCOc1ccc(NC(=O)CN(C)S(=O)(=O)c2ccc(-c3ccc(=O)[nH]n3)s2)cc1,7,-0.2,-7,5,38,-46,-0.3,1.8,0.5
CCOC(=O)[C@@H]1[C@H]2COc3ccccc3[C@@H]2N2C(=O)N(c3ccccc3)C(=O)[C@@]12C,-3,-0.8,2,·,-58,-16,-0.3,-0.4,-1.5
COc1ccc(C(=O)NC(C)c2ccc(-n3ccnc3)cc2)c(OC)c1 (stereo unspecified),1,-1.0,-1,0,30,-23,22*,2.4,-3.4
CN(C)CCCNC(=O)c1cc(C(=O)c2ccccc2)c[nH]1,-12,0.1,-16,-11,28,0,0.7,0.4,-2.0
CCSc1nc(N)nc(-c2cccs2)c1C#N,-4,-2.6,0,-2,14,6,1.1,-1.3,-0.9
COc1ccc(NC(=O)c2cc(-c3ccc(C)c(C)c3O)n[nH]2)cc1Cl,-14,7.2,-21,-13,24,-11,-1.2,7.7,-0.2
O=C(O)CCC(=O)N1N=C(c2cccs2)CC1c1cn(-c2ccccc2)nc1-c1ccccc1 (stereo unspecified),7,2.7,-7,-3,-38,-42,-2.3,4.1,-4.4
COc1ccc(NC(=O)CCNC(=O)c2ccccc2Cl)cc1OC,-3,0.5,-3,-8,-2,-9,-4.6,1.1,-2.6
CC1(C)N=C(c2ccc(Cl)cc2)C(=O)N1,4,-0.1,-5,-7,14,-1,-1.5,0.5,-0.3
COc1cccc(/C(O)=C2/C(=O)C(=O)N(CCN3CCOCC3)C2c2cccs2)c1 (stereo unspecified),-6,0.5,-7,-2,50,-8,-1.2,0.3,-2.4

# Whole records from above. Screens in order: HCV NS3 hel inh	OXTR agonist	GPR7 antagonist	GalR3 antagonist	PHOSPHO1 inh	DNA FID counter	VIM-2 inhibitor	V1aR counter	IMP-1 inhibitor
# COc1cc(/C(C)=N\NC(N)=S)cc(OC)c1OC reads 5	0.0	-9	3	-3	-2	-4.7	0.1	-3.4
# COc1ccc(CN2CCNC(=O)C2CC(=O)N(C)CC2CCOCC2)c(F)c1 (stereo unspecified) reads 12	1.7	18	-1	23	-15	0.3	1.8	0.5
# O=C(O)CSc1nnc(C2COc3ccccc3O2)n1-c1ccccc1 (stereo unspecified) reads 1	-0.2	-8	-4	3	-35	-0.4	1.1	-5.5
# COc1ccc(-n2c(SCC(=O)N3CCC(C(=O)O)CC3)nc3ccccc3c2=O)cc1OC reads 3	0.8	-5	-9	16	-38	-4.6	1.3	-2.1

# Next section
SMILES,HCV NS3 hel inh,OXTR agonist,GPR7 antagonist,GalR3 antagonist,PHOSPHO1 inh,DNA FID counter,VIM-2 inhibitor,V1aR counter,IMP-1 inhibitor
CCCNC(=O)c1ccc(Cn2c(=S)[nH]c3c([nH]c4ccc(OC)cc43)c2=O)cc1,17,-1.3,0,-4,-5,-3,-3.2,0.4,-3.0
Cc1nn(CC(=O)NCc2cccnc2)c(=O)c2ccccc12,2,1.8,1,2,32,-3,-3.1,0.9,-2.2
COC(=O)c1ccccc1NC(=O)c1cccs1,-5,-2.3,-6,-5,23,-4,2.3,-0.2,-3.6
CC1=C(C(=O)N2CCOCC2)C(c2cccc3ccccc23)NC(=S)N1 (stereo unspecified),-6,-1.1,-4,7,-11,-1,-3.8,-1.2,-2.6
CC(=O)c1c(C)[nH]c(C(=O)CSc2nnc(-c3ccccc3)o2)c1C,6,11,-15,-3,46,-3,-1.3,8.8,-3.5
CCc1cc(C(=O)c2ccccc2)c(N)s1,15,-2.2,-13,-9,45,-15,-1.9,-1.0,-2.6
O=C(Nc1ccc(Br)cc1)C1CCCN(S(=O)(=O)c2cccnc2)C1 (stereo unspecified),6,2.7,-18,5,-16,-8,0.1,2.1,-1.7
CN(C)S(=O)(=O)c1ccc(C(=O)Nc2nnc(-c3ccc4c(c3)CCCC4)o2)cc1,7,-1.2,3,1,34,-1,-3.2,-0.4,-2.4
CCOc1ccc(S(=O)(=O)NC2CCCC2)cc1,3,0.0,-17,-3,30,-6,-2.1,2.7,-1.1
Fc1cccc(Cc2noc(CN3CCCN(C4Cc5ccccc5C4)CC3)n2)c1,-15,0.2,-2,-6,1,2,-2.9,1.2,-2.8
COc1ccccc1NC(=O)c1sc2ncn(Cc3ccccc3C)c(=O)c2c1C,3,-0.5,-7,-3,-18,0,-3.8,0.3,-2.9
COCCn1c(SCCOc2ccccc2)nc2ccccc2c1=O,-16,-1.4,-7,1,24,-21,-3.5,-0.3,-3.4
Cc1cccnc1NC(=O)Nc1ccc(Cl)cc1,-3,0.2,8,-9,34,-4,-0.6,0.2,-0.7
COc1cc(-c2nc(S(=O)(=O)c3ccccc3)c(N3CCOCC3)o2)cc(OC)c1OC,-4,0.1,-4,0,0,-7,-1.0,-0.6,-1.8
Cc1cc(-c2ccc(C(C)C)c(S(=O)(=O)NCCN3CCC(C)CC3)c2)on1,-30,-0.2,11,1,18,33,-2.1,0.2,-1.4
Cc1cccc(NC(=O)CSCC(=O)Nc2ccccc2N2CCCC2)c1,-9,0.2,-6,-4,29,-15,-1.5,2.2,-1.4
